Rab7 wt GTP bind: dog Rab7 wildtype GTP binding, inhibitors and activators | GST-Rab7 beads, fluorescent GTP binding, flow cytometry; actives lie on both sides; untreated = 100%, excess cold GTP = 0% | GTP binding activity (percent of control), % at 10 µM | 190,000 tested, 0.055% active | AID 758;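 active = fluorescent GTP binding to Rab7 beads changed by at least 20 points from the 100% baseline, either direction, mostly lower; inconclusive = compound itself probably fluorescent, or too few beads counted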;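 note: median green fluorescence of bound Bodipy-FL-GTP per Rab7 bead population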
Cdc42 wt GTP: changes GTP binding to wildtype human Cdc42; AID 761; GST-Cdc42 beads, Bodipy-GTP binding, flow cytometry; actives lie on both sides; percent activity (GTP binding), % at 10 µM; 190,000 tested, 0.2% active;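 active = percent activity GTP binding at least 20 points away from the 100% baseline, either down as inhibitor or up as activator; inconclusive = compound flagged as likely green fluorescent from well-wide comparison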;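 note: median bead fluorescence of bound Bodipy-FL-GTP at 100 nM; 0% = excess unlabeled GTP control and 100% = no compound control; below 100% means less GTP binding so inhibitor and above means activator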
Target sequence (P60953 whole entry, looked up): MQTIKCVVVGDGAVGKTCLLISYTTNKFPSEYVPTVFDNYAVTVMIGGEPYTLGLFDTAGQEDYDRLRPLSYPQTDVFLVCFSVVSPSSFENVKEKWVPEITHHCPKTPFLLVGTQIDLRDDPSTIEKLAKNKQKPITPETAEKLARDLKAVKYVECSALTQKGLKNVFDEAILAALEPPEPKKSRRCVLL
Rac1 mut GTP: alters GTP binding to activated mutant human Rac1; 190,000 tested, 0.11% active; percent activity (GTP binding), % at 10 µM; GST-Rac1 activated beads, fluorescent GTP binding, flow cytometry; actives lie on both sides; 100% means binding = to untreated wells;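 active = GTP binding at least 20 percentage points away from the 100% baseline, in either direction, so actives lie on both sides; inconclusive = Compound likely fluorescent itself, or too few beads counted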
Bcl-W Bim block: disrupts Bim peptide binding to human Bcl-W. 190,000 tested, 0.02% active. AID 952. bead-based flow cytometry. inhibition, % at 10 µM;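 note: 0% = bound tracer without compound and 100% = peptide blocker; higher means less fluorescent Bim peptide bound to Bcl-W beads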
Target sequence (Q92843 whole entry, looked up): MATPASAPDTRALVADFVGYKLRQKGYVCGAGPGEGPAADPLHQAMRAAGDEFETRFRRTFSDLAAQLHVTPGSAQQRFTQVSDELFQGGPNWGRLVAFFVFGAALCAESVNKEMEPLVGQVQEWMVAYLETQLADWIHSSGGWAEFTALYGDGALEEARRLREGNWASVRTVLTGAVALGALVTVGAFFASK
Bfl-1 Bim block: disrupts Bim binding to human Bfl-1; inhibition, % at 10 µM; AID 1008; Bead-based flow cytometry, Bim-Bfl-1 binding inhibition; 190,000 tested, 0.12% active;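 note: 0% = wells without compound plus tracer and 100% = blocker peptide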
Bcl-B Bim block: disrupts Bim peptide binding to human Bcl-B. Q9HD36. bead-based flow cytometry. inhibition, % at 10 µM. 190,000 tested, 0.073% active;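 note: 0% = tracer peptide without compound and 100% = reference inhibitor peptide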
Target sequence (Q9HD36 whole entry, looked up): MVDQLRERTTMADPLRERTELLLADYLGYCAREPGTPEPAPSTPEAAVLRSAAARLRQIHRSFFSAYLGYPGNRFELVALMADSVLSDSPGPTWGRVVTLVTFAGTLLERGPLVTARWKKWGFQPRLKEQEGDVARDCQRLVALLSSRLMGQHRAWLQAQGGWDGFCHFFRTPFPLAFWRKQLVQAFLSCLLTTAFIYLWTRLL
Rab2A wt mod: changes GTP binding to wildtype dog Rab2A, up or down; P61105; GST-Rab2 wt beads, Bodipy-GTP binding, flow cytometry; GTP binding activity, % at 10 µM; 190,000 tested, 0.19% active; AID 760;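 active = GTP binding activity at least 20 points away from 100%, either lowered or raised; inconclusive = signal likely due to the compound's own green fluorescence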;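 note: 0% = beads with excess unlabeled GTP and 100% = no-compound control corrected for plate trend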
Bim-Bcl-2: disrupts Bim peptide binding to human Bcl-2; AID 950; inhibition, % at 10 µM; P10415; Bead-based flow cytometry, Bim peptide-Bcl-2 binding; 190,000 tested, 0.06% active; in the data active = inhibition above about 40%; inconclusive = no clear call, values can overlap the other calls;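 note: 0% = no compound wells with probe peptide and 100% = reference peptide inhibitor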
Target sequence (P10415 whole entry, looked up): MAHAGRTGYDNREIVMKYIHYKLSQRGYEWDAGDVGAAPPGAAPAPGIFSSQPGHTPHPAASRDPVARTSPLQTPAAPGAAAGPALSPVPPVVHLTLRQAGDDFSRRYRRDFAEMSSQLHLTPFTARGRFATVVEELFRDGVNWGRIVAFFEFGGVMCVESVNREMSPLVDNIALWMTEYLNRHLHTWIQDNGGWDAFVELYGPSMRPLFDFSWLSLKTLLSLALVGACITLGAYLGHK
Rac1 wt modul: alters GTP binding to wildtype human Rac1 | P63000 | GST-Rac1 beads, fluorescent GTP binding, flow cytometry; actives lie on both sides; 0 = cold GTP competed, 100 = untreated | GTP binding activity (% of control), % at 10 µM | 190,000 tested, 0.27% active | AID 757;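 active = GTP binding activity at least 20 points away from the 100% control level, either lower or higher; inconclusive = compound flagged as likely green fluorescent, judged across all proteins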
HRas wt GTP: modulators of GTP binding to human HRas wildtype | GTP binding activity, % at 10 µM | GST-Ras wt beads, Bodipy-FL-GTP binding, flow cytometry; actives lie on both sides | 190,000 tested, 0.14% active | P01112;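 active = GTP binding activity at least 20% away from the 100% baseline, either lowered as inhibitor or raised as activator; inconclusive = flagged as likely green fluorescent, judged across all proteins in the well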;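 note: 0% = unlabeled GTP competition control and 100% = no-compound control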
Bcl-XL Bim block: human Bim-Bcl-XL interaction inhibition. Bim peptide-Bcl-XL binding, bead flow cytometry, fluorescence. Q07817. 190,000 tested, 0.04% active. inhibition, % at 10 µM
The depositor's hits bear a star; ? = inconclusive; / = not tested or not shown. Cut-off read from the data, not from the text of the source, unless noted: active = inhibition above about 40%. This is a random part of the collection. Share with any hit: about 0.62%.

Rab7 wt GTP bind	Cdc42 wt GTP	Rac1 mut GTP	Bcl-W Bim block	Bfl-1 Bim block	Bcl-B Bim block	Rab2A wt mod	Bim-Bcl-2	Rac1 wt modul	HRas wt GTP	Bcl-XL Bim block	mol
100.0	99.0	98.0	-1.0	0.0	-1.0	99.0	0.0	104.0	98.0	-3.0	CCOC(=O)c1ccc(NC(=O)c2cc3c(C)nn(-c4ccccc4Cl)c3s2)s1
106.0	96.0	96.0	1.0	-3.0	-4.0	99.0	0.0	102.0	101.0	-2.0	CC(=O)NC(CC(=O)O)c1ccc(F)cc1 (stereo not given)
100.0	98.0	93.0	-2.0	-8.0	-8.0	95.0	-6.0	101.0	99.0	-3.0	c1csc(-c2noc(CN3CCc4sccc4C3)n2)c1
97.0	93.0	96.0	-2.0	1.0	-7.0	95.0	-1.0	98.0	97.0	-5.0	COc1ccc(/C=N/NC(=O)c2cccc(Br)c2)cc1CSc1ccccn1
107.0	107.0	102.0	1.0	0.0	0.0	103.0	0.0	109.0	105.0	0.0	Cc1cc(OCCN2CCCCC2)nc2ccccc12
101.0	101.0	100.0	0.0	0.0	0.0	102.0	0.0	100.0	101.0	-1.0	CCOC(=O)N1CCC(n2c(SCC(=O)N3CCCC3)nc3ccccc3c2=O)CC1
101.0	104.0	98.0	-1.0	-18.0	-11.0	100.0	-10.0	108.0	99.0	-10.0	CC(C)c1nc(SCC(=O)NCc2ccccc2)n[nH]1
98.0	100.0	100.0	-4.0	-17.0	-8.0	101.0	-2.0	104.0	100.0	-5.0	COc1ccc(CN=C2NC(=O)CC(C(=O)Nc3cc(C)cc(C)c3)S2)cc1 (stereo not given)
93.0	93.0	90.0	-1.0	-2.0	-4.0	91.0	1.0	93.0	93.0	-6.0	Cc1cc(Cl)ccc1Oc1ncnc2oc(-c3ccccc3)cc12
99.0	101.0	98.0	-7.0	-2.0	-7.0	101.0	-2.0	104.0	99.0	-10.0	CCn1cc(C(=O)N2CCOCC2)c(=O)c2cc(S(=O)(=O)N(C)C3CCCCC3)ccc21
97.0	96.0	93.0	0.0	0.0	-2.0	93.0	-3.0	95.0	95.0	1.0	COc1ccccc1N1CCN(Cc2cc(=O)n3ccsc3n2)CC1
99.0	98.0	97.0	-2.0	8.0	5.0	96.0	5.0	95.0	96.0	-5.0	N#C/C(=C/c1ccc(N2CCOCC2)o1)C(=O)Nc1ccccc1
97.0	100.0	99.0	0.0	-3.0	-5.0	98.0	-1.0	104.0	97.0	0.0	CCOC(=O)C1CCN(C(=O)c2ccc(CNS(=O)(=O)c3ccc(OC)cc3)cc2)CC1
101.0	103.0	99.0	0.0	-8.0	-3.0	102.0	-3.0	104.0	101.0	-4.0	O=C(CSc1ncn[nH]1)N1CCN(S(=O)(=O)c2ccccc2)CC1
100.0	93.0	94.0	0.0	-7.0	-4.0	95.0	-6.0	96.0	94.0	-2.0	CC(C)Cc1cc(C(=O)NCc2ccco2)no1
102.0	102.0	98.0	-2.0	-17.0	-7.0	98.0	-7.0	102.0	98.0	-5.0	COC(=O)c1cc(NC(=O)Cc2ccccc2[N+](=O)[O-])ccc1Cl
101.0	96.0	95.0	0.0	-5.0	-2.0	99.0	-2.0	97.0	97.0	-4.0	O=C(c1ccc(Sc2ccc(F)cc2)c([N+](=O)[O-])c1)N1CCOCC1
100.0	92.0	95.0	-2.0	-7.0	-2.0	99.0	-2.0	96.0	97.0	-2.0	CN(C)/C=C/C(=O)c1cccc(C(F)(F)F)c1
98.0	103.0	99.0	6.0	-6.0	-4.0	98.0	-1.0	102.0	99.0	2.0	COCCNC(=O)CN(C)S(=O)(=O)c1ccc2c(c1)OCCO2
97.0	100.0	100.0	-18.0	0.0	-16.0	96.0	-7.0	107.0	101.0	-17.0	Cc1ccc(C(=O)/C=C/c2cn(CC(O)CN3CCOCC3)c3ccccc23)cc1 (stereo not given)
100.0	102.0	99.0	-2.0	-13.0	-7.0	101.0	-7.0	103.0	103.0	-6.0	Cc1c(C(=O)NC(C(C)C)C(C)C)cccc1[N+](=O)[O-]
99.0	101.0	97.0	-6.0	-4.0	-4.0	93.0	-7.0	102.0	96.0	-8.0	O=c1c2ccccc2ncn1-c1ccc2c(c1)OCCO2
?	?	?	-5.0	-1.0	-7.0	?	-4.0	?	?	-8.0	Cc1cc(Cl)ccc1NC(=S)NCCN1CCOCC1
?	?	?	-2.0	-4.0	-1.0	?	-5.0	?	?	0.0	O=C(NCc1ccccc1)c1ccc2c(c1)C(=O)N(Cc1ccncc1)C2=O
104.0	102.0	98.0	4.0	1.0	2.0	103.0	2.0	99.0	101.0	1.0	O/N=C1/CCCCC1c1ccccn1 (stereo not given)

Entries listed so far containing an aryl methoxy group:
Rab7 wt GTP bind	Cdc42 wt GTP	Rac1 mut GTP	Bcl-W Bim block	Bfl-1 Bim block	Bcl-B Bim block	Rab2A wt mod	Bim-Bcl-2	Rac1 wt modul	HRas wt GTP	Bcl-XL Bim block	mol
97.0	93.0	96.0	-2.0	1.0	-7.0	95.0	-1.0	98.0	97.0	-5.0	COc1ccc(/C=N/NC(=O)c2cccc(Br)c2)cc1CSc1ccccn1
98.0	100.0	100.0	-4.0	-17.0	-8.0	101.0	-2.0	104.0	100.0	-5.0	COc1ccc(CN=C2NC(=O)CC(C(=O)Nc3cc(C)cc(C)c3)S2)cc1 (stereo not given)
97.0	96.0	93.0	0.0	0.0	-2.0	93.0	-3.0	95.0	95.0	1.0	COc1ccccc1N1CCN(Cc2cc(=O)n3ccsc3n2)CC1
97.0	100.0	99.0	0.0	-3.0	-5.0	98.0	-1.0	104.0	97.0	0.0	CCOC(=O)C1CCN(C(=O)c2ccc(CNS(=O)(=O)c3ccc(OC)cc3)cc2)CC1

The list continues:
Rab7 wt GTP bind	Cdc42 wt GTP	Rac1 mut GTP	Bcl-W Bim block	Bfl-1 Bim block	Bcl-B Bim block	Rab2A wt mod	Bim-Bcl-2	Rac1 wt modul	HRas wt GTP	Bcl-XL Bim block	mol
108.0	105.0	97.0	2.0	-3.0	-3.0	106.0	-1.0	103.0	103.0	-2.0	COc1cc(C(=O)NC2CCCC2)c(Br)c(OC)c1OC
97.0	100.0	100.0	2.0	-5.0	-3.0	100.0	-5.0	102.0	99.0	-3.0	CC(C)[C@H](NC(=O)c1ccccc1)C(=O)OCC(=O)Nc1ccc(Cl)cc1C(F)(F)F
105.0	94.0	92.0	-1.0	0.0	-23.0	96.0	-2.0	93.0	96.0	-4.0	COc1ccc(Cc2n[nH]c(=S)n2NC(=O)Nc2ccc(C)cc2)cc1
96.0	95.0	94.0	1.0	-8.0	-3.0	91.0	-7.0	94.0	95.0	-3.0	O=[N+]([O-])c1cc(/C=N/N2CCN(Cc3ccccc3)CC2)ccc1Cl
/	/	/	0.0	-1.0	1.0	/	-1.0	/	/	0.0	CC(=O)SCC(Cc1ccccc1)C(=O)NCC(=O)OCc1ccccc1 (stereo not given)
109.0	98.0	92.0	1.0	-2.0	-2.0	99.0	1.0	101.0	96.0	-1.0	Cc1ccc2nc(-c3ccccn3)cc(C(=O)NC(C)C(C)(C)C)c2c1 (stereo not given)
104.0	102.0	99.0	-1.0	-1.0	0.0	102.0	1.0	102.0	102.0	-1.0	CSc1nc(N)nc(SC2C=CCCC2)c1C#N (stereo not given)
97.0	97.0	100.0	-1.0	-2.0	-2.0	97.0	0.0	105.0	96.0	0.0	O=C(OCc1cc2ccccc2[nH]c1=O)c1ccco1
92.0	102.0	100.0	-1.0	-3.0	-2.0	97.0	2.0	103.0	98.0	-1.0	Cc1csc(C(C#N)C(=O)c2ccncc2)n1 (stereo not given)
103.0	99.0	97.0	1.0	-16.0	-9.0	99.0	-10.0	104.0	99.0	-10.0	Cc1ccccc1-c1ccc(C=Nc2c(C)n(C)n(-c3ccccc3)c2=O)o1
99.0	101.0	97.0	0.0	-6.0	0.0	100.0	-1.0	103.0	97.0	0.0	COC(=O)c1ccc(-n2ccnc2)cc1
93.0	94.0	92.0	-2.0	-1.0	-1.0	92.0	1.0	97.0	93.0	-3.0	COc1ccc(C2CC(c3cccs3)=Nc3ccccc3S2)cc1OC (stereo not given)
96.0	100.0	97.0	-1.0	0.0	2.0	99.0	0.0	102.0	99.0	-2.0	CC(=O)Nc1ccc(S(=O)(=O)Nc2nccc(C3Cc4ccccc4C(=O)O3)n2)cc1 (stereo not given)
93.0	96.0	94.0	-12.0	-4.0	-8.0	93.0	-5.0	95.0	95.0	-11.0	CCCCNC(=O)c1sc2ncnc(N3CCc4ccccc4C3)c2c1C
106.0	96.0	95.0	0.0	-3.0	-3.0	98.0	-3.0	98.0	98.0	0.0	CN(C)C(=O)c1ccc(NC(=O)COc2ccc([N+](=O)[O-])cc2)cc1
98.0	101.0	97.0	-1.0	0.0	-3.0	98.0	-4.0	98.0	97.0	-2.0	CNC(=O)COC(=O)c1cccnc1SC
102.0	105.0	96.0	0.0	-13.0	-5.0	100.0	-7.0	109.0	100.0	-3.0	CCn1c2ccc(CC(=O)O)cc2c2cc(CC(=O)O)ccc21
104.0	102.0	101.0	-4.0	-10.0	-9.0	103.0	-3.0	105.0	102.0	-10.0	CC(=O)C1=C(c2ccc(Br)cc2)C(=O)c2ccccc2C1=O
97.0	97.0	99.0	0.0	-11.0	-6.0	101.0	-6.0	100.0	98.0	-5.0	O=C(c1ccccc1)n1nc(-c2ccccc2)nc1NCc1ccco1
101.0	103.0	98.0	2.0	-11.0	-6.0	102.0	-4.0	104.0	101.0	-3.0	O=C(CN1CCCCC1)Nc1ccc(S(=O)(=O)NC2CCCCC2)cc1
